Bioassay records from PubChem BioAssay.
Pol kappa inh: DNA polymerase kappa (human) inhibition | purified Pol kappa, fluorescent DNA synthesis assay, 10 min | Potency, µM (top dose mostly 107 µM), for the others: top-dose activity, negative = inhibition, most hits filed as inhibitors | 0.53% of 400,000 active; further: on the % scale 0 is the no-effect control and ±100 the full control effect
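Pol kappa 10 nM + cpd, 15 min RT; start w/ substrate 50 nM final; fluorescence kinetic read, 0 and 10 min. Neg ctrl: buffer, no enzyme.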
Apoferritin bind: binds horse apoferritin like a general anesthetic; P02791; apoferritin/1-aminoanthracene competitive binding, fluorescence; Potency, µM (titrated, usually from 77.5 µM), without a hit: at the top dose activity change, negative = displacement, usual class: inhibitors; 0.074% of 350,000 active; further: on the % scale 0 is the no-effect control and ±100 the full control effect; nearly all actives have a fitted effect of over 20% in size
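10 uM apoferritin + 50% sat. 1-AMA, PBS; cpd 10 min RT; Ex380/Em535 endpoint; normalized to free probe vs complex; 4-param Hill fit; propofol titration as pos. ctrl.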
G9a inh: G9a (human) methyltransferase inhibition. G9a H3K9 monomethylation, AlphaScreen, 2 h. Potency, µM (top dose mostly 102 µM), for inactives: at the highest dose activity, negative = inhibition, hits mostly inhibitors. 8.8% of 350,000 active. AID 504332; further: on the % scale 0 is the no-effect control and ±100 the full control effect; nearly all actives have a fitted effect of over 75% in size
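Quantitative HTS format: methyltransferase activity on a biotin-tagged H3K9 peptide is measured by AlphaScreen, using a rabbit anti-monomethyl-H3K9 antibody with streptavidin donor and anti-IgG acceptor beads. Final levels are 20 nM enzyme, 500 nM peptide, 20 uM SAM; 2 h RT.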
Pol beta inh: inhibitors of human DNA polymerase beta; P06746; Pol beta primer extension/strand displacement, fluorescence kinetic; Potency, µM (doses to about 114 µM), inactives show at the highest dose activity change, negative = inhibition, most hits filed as inhibitors; 1.3% of 340,000 active; AID 485314; further: on the % scale 0 is the no-effect control and ±100 the full control effect
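Enzyme-only controls used 10 nM Pol beta; buffer lacking enzyme served as negative control. Compound preincubated 15 min, then 50 nM substrate added; 0 and 10 min reads at room temperature.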
POLH inh: inhibitors of human DNA polymerase eta. Q9Y253. recombinant Pol eta, fluorescent DNA replication assay. Potency, µM (doses to about 114 µM), inactives show top-dose activity change, negative = inhibition, most hits filed as inhibitors. 1.2% of 390,000 active; further: on the % scale 0 is the no-effect control and ±100 the full control effect
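Pol eta (10 nM) was preincubated with compounds for 15 min at room temperature, after which fluorescent replication substrate (50 nM final) was added to start the reaction. Fluorescence was read kinetically at 0 and 10 min.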
APEX1 inh: blocks human APE1 abasic DNA cleavage; 0.35% of 350,000 active; P27695; recombinant APE1, TAMRA/BHQ-2 abasic DNA cleavage fluorescence; Potency, µM (titrated, usually from 65.8 µM), without a hit: at the highest dose activity change, negative = inhibition, actives largely listed as inhibitors;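 further: plate controls were vehicle for no effect and reference inhibitor for full effect; nearly all actives have a fitted effect of over 55% in size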
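Measures dequenching upon AP-site incision of a 5'-TAMRA/3'-BHQ-2 THF-containing duplex, 50 nM; human APE1 0.75 nM after 15 min room-temperature exposure to compound; kinetic three-point read at one-minute spacing.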
Pol iota inh: inhibitors of human DNA polymerase iota; Pol iota fluorescent replication assay, 10 min; 1% of 390,000 active; Potency, µM (series often up to 115 µM), for the others: top-dose activity, negative = inhibition, most hits filed as inhibitors; Q9UNA4
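Fluorescent replication assay read twice, at 0 min and 10 min after adding 50 nM (final) substrate. Enzyme (10 nM) and compounds were first incubated 15 min at room temperature; enzyme-free buffer wells were negative controls.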
BLM inh: Bloom syndrome helicase (human) inhibition; Potency, µM (series often up to 56.1 µM), for the others: at the highest dose activity change, negative = inhibition, actives largely listed as inhibitors; P54132; 0.2% of 350,000 active; AID 2528; recombinant BLM DNA unwinding, fluorescence dequenching;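 further: plate controls were vehicle for no effect and no enzyme for full effect; nearly all actives have a fitted effect of over 35% in size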
Target sequence (P54132 whole entry, looked up): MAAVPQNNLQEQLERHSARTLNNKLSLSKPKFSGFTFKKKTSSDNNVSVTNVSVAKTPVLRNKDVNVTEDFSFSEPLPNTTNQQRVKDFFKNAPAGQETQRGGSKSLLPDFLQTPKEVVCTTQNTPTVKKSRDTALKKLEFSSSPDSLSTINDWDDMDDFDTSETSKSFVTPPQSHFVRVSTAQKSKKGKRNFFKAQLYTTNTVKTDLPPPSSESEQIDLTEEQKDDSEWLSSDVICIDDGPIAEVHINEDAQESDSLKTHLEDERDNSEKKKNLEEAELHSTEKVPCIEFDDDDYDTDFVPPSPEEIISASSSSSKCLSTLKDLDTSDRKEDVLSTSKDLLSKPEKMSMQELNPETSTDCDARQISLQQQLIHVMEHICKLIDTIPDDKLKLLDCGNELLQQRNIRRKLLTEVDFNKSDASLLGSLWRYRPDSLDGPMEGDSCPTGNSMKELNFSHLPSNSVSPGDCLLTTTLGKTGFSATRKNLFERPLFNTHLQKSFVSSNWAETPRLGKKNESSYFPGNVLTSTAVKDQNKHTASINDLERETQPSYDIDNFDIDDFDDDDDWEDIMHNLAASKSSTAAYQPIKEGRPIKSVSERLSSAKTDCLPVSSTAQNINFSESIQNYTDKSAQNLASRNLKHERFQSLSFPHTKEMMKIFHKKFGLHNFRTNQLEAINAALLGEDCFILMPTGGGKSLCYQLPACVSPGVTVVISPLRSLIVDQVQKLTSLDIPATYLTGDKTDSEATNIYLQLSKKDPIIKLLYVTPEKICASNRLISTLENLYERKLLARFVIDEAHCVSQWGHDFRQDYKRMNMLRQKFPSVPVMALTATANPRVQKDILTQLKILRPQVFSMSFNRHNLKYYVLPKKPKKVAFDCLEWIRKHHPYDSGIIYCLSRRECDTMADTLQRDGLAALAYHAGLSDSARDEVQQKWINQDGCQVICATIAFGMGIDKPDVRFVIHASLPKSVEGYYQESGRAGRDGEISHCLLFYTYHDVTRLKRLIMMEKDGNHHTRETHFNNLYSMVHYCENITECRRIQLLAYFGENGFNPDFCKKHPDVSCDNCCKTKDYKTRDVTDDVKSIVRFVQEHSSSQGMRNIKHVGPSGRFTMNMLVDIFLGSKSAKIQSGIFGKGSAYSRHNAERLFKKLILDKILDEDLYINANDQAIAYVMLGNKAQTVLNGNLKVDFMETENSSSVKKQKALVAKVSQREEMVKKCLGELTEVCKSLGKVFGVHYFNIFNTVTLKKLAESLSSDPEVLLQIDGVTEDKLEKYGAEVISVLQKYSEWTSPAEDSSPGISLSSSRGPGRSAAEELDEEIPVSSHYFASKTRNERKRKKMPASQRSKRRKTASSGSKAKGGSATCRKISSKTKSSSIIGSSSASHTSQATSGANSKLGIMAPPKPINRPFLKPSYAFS
BAZ2B block: blocks human BAZ2B | 4.4% of 360,000 active | Potency, µM (top dose mostly 114 µM), inactives show at the top dose activity change, negative = inhibition, usual class: inhibitors | Q9UIF8 | AlphaScreen BAZ2B-H3K14Ac peptide displacement; further: on the % scale 0 is the no-effect control and ±100 the full control effect; nearly all actives have a fitted effect of over 60% in size
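BAZ2B (50 nM) with biotin-H3(5-23)K14Ac peptide (50 nM) in PBS pH 7.4, 0.01% Tween-20, preformed 30 min, then compound 30 min at room temperature; top concentration 110uM. AlphaScreen streptavidin donor/nickel chelate acceptor beads (10 ug/mL final), 20 min dark, signal read.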
Active calls of the source: *; ? = inconclusive; / = no result given; & = joins results of further samples; [ ] = dose if it differs, or a comment. The call rests on the fitted dose curve; in most records, active means well fitted curve in the direction sought with a large enough effect; inconclusive means small, poorly fitted or top-dose-only effect, or another doubt; inactive means no such curve, though single readings can be large; an effect the other way counts as inactive or inconclusive. Potency means the concentration at half of the fitted maximal effect. Some of the compounds tested; count on the stated rates, not on these rows.

SMILES	Pol kappa inh	Apoferritin bind	G9a inh	Pol beta inh	POLH inh	APEX1 inh	Pol iota inh	BLM inh	BAZ2B block
Cc1nn(S(=O)(=O)c2cccs2)c(C)c1Sc1ccccc1	/	-8%	/	-1%	/	-8%	/	2%	51%[activator]
CCOc1ccc2c(c1)c(N=O)c(O)n2C	-16%	-8%	0%[59 µM]	4%	-12%	-3%	6%	2%	-10%
COc1cc(C2CC(=O)N(c3ccccc3)C3=C2C(=O)OC3)cc(OC)c1OC (centres undefined)	-3%	-11%	-13%[59 µM]	6%	/	/	?	-8%	-10%
COc1cc(CCCN2C(N)=NC[C@@H]2c2ccccc2)cc(OC)c1OC	-25%	-1%	36%[59 µM]	-1%	-10%	0%	28%	-9%	0%
O=C(NCC1CCCO1)C1CC1(c1ccccc1)c1ccccc1 (centres undefined)	6%	-2%	12%	1%	-18%	-1%	17%	-11%	-5%
COc1cccc(NC(=O)CN2CCN(S(=O)(=O)c3ccc(C(C)C)cc3)CC2)c1	-10%	-10%	-51%[12.7 µM]	0%	-10%	12%	11%	-12%	5%
COc1cccc(CC(Cc2nc3ccccc3[nH]2)c2nc3ccccc3[nH]2)c1 (centres undefined)	-3%	-8%	-18%	-1%	-17%	10%	12%	-11%	-20%
O=C(COC(=O)CC1SC(N2CCCC2)=NC1=O)Nc1ccc(Br)cc1 (centres undefined)	3%	/	?	/	-16%	35%	-4%	/	-13%
N#Cc1ccc(OC(=O)c2cnccn2)cc1	-11%	-6%	32µM*	?	-22%	-6%	36%[activator]	-7%	79µM*
COc1ccccc1-c1c(C)oc2c(CN3CCN(C)CC3)c(O)ccc2c1=O	1%	15%	19%[59 µM]	0%	-13%	1%	17%	6%	8%
CC(C#N)Sc1ccc(S(=O)(=O)N2CCCCC2)cn1 (centres undefined)	0%	/	21%[2.33 µM]	/	-3%	10%	-23%	/	-4%
Cc1[nH]n(C(N)=S)c(=O)c1N=Nc1ccccc1C(F)(F)F	-3%	-1%	?	14%	5%	26%	-25%	-2%	-36%
CCN(CCN1CCCC1)C(=O)C1CCC(=O)N(CCCN2CCOCC2)C1 (centres undefined)	-6%	0%	/	-3%	-10%	15%	35%[activator]	2%	7%
CS(=O)(=O)c1ccc(C(=O)NNC(=O)c2ccccc2-n2cccc2)cc1	-3%	/	30%[12.7 µM]	/	0%	-8%	11%	/	-5%
Cc1ccc2nc(Cl)c(C3CC(c4ccco4)=NN3C(=O)CCCC(=O)O)cc2c1 (centres undefined)	35µM*	-6%	?	-4%	?	-8%	16µM*	0%	-17%
CCOC(=O)C12CNC(=O)C(C(=O)OCC)(CNC1=O)C2	-8%	-4%	?	?	-15%	8%	-16%	-1%	-23%
CCOC(=O)c1cnc(SCC(=O)Nc2ccc(NC(C)=O)c(OC)c2)nc1N	-13%	-7%	5%[59 µM]	56%	-13%	-5%	13%	-2%	-4%
CCN(C(=O)CSc1n[nH]c(N)n1)c1cccc2ccccc12	-7%	/	/	/	-8%	1%	16%	/	/
COc1ccc(C(=O)Nc2cccc(OCc3cc(=O)n4c5c(sc4n3)CCCC5)c2)cc1	-11%	3%	11%[59 µM]	-1%	0%	/	1%	-3%	-2%
COc1ccc(Cn2nnnc2C(c2cc(OC)ccc2OC)N2CCC(C(N)=O)CC2)cc1 (centres undefined)	-6%	-11%	-7%[59 µM]	12%	-6%	-1%	-2%	3%	-24%
Cc1ccn2c(NC(=O)c3ccccc3)c(-c3cccs3)nc2c1	-8%	-8%	3%[12.7 µM]	9%	-16%	-6%	-4%	1%	-20%
CCOc1ccc(/C=N/NC(=O)C(C)Sc2ccccn2)cc1OCC (centres undefined)	-4%	-13%	-3%[59 µM]	8%	-7%	3%	40%[activator]	1%	2%
CC(C)(C)SCCNC(=O)CN(c1ccccc1)S(=O)(=O)c1ccc(F)cc1	5%	-5%	2%	20%	-11%	7%	24%	-3%	-1%
CC1CCc2c(sc(NC(=O)c3ccc(-c4ccccc4[N+](=O)[O-])o3)c2C#N)C1 (centres undefined)	1%	-11%	?	1%	-5%	-2%	22%	-8%	?
CC(=O)Nc1ccc(NC(=O)CCSCCc2ccccn2)cc1	9%	-5%&5%	-26%	-1%&9%	-5%&-14%	1%	4%&-5%	-4%&1%	0%&0%
CCCCC(=O)OCc1nc(N)nc(Nc2ccccc2C)n1	-12%	-4%	18%[59 µM]	0%	-11%	3%	13%	0%	-35%
O=C(CC1c2ccccc2Oc2ccccc21)N1CCN(c2ccccn2)CC1	-13%	-8%	-17%[0.0925 µM]	24%	-11%	1%	-4%	-13%	7%
O=C(NC1CCCCC1)C(c1ccc(F)cc1)N(C(=O)c1csnn1)C1CCCC1 (centres undefined)	0%	-13%	-2%	29%	-22%	15%	115%[activator]	-4%	-1%
CCN(CC)CCCNC(=O)c1cc2nc3c(c(C(F)(F)F)n2n1)CCc1ccccc1-3	-1%	-7%	-5%	34%[activator]	-18%	14%	107%[activator]	4%	/
O=C(NCC1CCCO1)c1ccccc1-c1nc(-c2ccc(F)cc2)no1 (centres undefined)	-15%	-13%	5%	18%	-1%	2%	3%	2%	-1%
COc1ccc(C(=O)/C=C/c2ccc(OC3CSC3)cc2)cc1OC	-5%	2%	-51%[59 µM]	?	-5%	7%	105%[activator]	-6%	?
CCC1=NN2C(=N)/C(=C/c3ccc(OS(=O)(=O)c4ccccc4)cc3)C(=O)N=C2S1	-11%	-22%	/	?	45µM*	-19%	1%	-15%	-5%
COc1ccc(C(NC(=O)C2C3C=CC(C3)C2C(=O)O)c2ccccc2)cc1 (centres undefined)	7%	-6%	0%	2%	-12%	4%	50%[activator]	3%	-8%
NC(=O)CSc1nc2ccc([N+](=O)[O-])cc2[nH]1	0%	-12%	25%[59 µM]	-3%	-11%	2%	189%[activator]	-4%	-10%
Cc1ccc(S(=O)(=O)N2CCCCC2)cc1NC(=O)CCc1nc2ccccc2c(=O)[nH]1	-8%	/	3.2µM*	/	28µM*	59%[activator]	?	/	-31%
CCOC(=O)C(CCc1ccccc1)NC(C)C(=O)N1Cc2cc(OC)c(OC)cc2CC1C(=O)O (centres undefined)	16%[60.1 µM]	-7%	-27%[12.7 µM]	/	/	/	/	-7%	/

As entered above:
In APEX1 inh, CCN(CC)CCCNC(=O)c1cc2nc3c(c(C(F)(F)F)n2n1)CCc1ccccc1-3 has the entry 14%
In Pol beta inh, O=C(NCC1CCCO1)c1ccccc1-c1nc(-c2ccc(F)cc2)no1 (centres undefined) has the entry 18%
In G9a inh, CCCCC(=O)OCc1nc(N)nc(Nc2ccccc2C)n1 has the entry 18%[59 µM]

Back to the main list with the two entries that preceded the break.
SMILES	Pol kappa inh	Apoferritin bind	G9a inh	Pol beta inh	POLH inh	APEX1 inh	Pol iota inh	BLM inh	BAZ2B block
Cc1ccc(S(=O)(=O)N2CCCCC2)cc1NC(=O)CCc1nc2ccccc2c(=O)[nH]1	-8%	/	3.2µM*	/	28µM*	59%[activator]	?	/	-31%
CCOC(=O)C(CCc1ccccc1)NC(C)C(=O)N1Cc2cc(OC)c(OC)cc2CC1C(=O)O (centres undefined)	16%[60.1 µM]	-7%	-27%[12.7 µM]	/	/	/	/	-7%	/
CCc1noc(C)c1C(=O)Nc1cc(C(F)(F)F)ccc1-n1cncn1	-5%	/	-15%[59 µM]	/	-17%	26%	10%	/	-4%
Cc1ccc(C(=O)Nc2ccc(Nc3ccccc3)cc2)c(Cl)c1	3%	-1%	9%[0.501 µM]	-1%	-2%	30%	107%[activator]	-6%	-4%
Cc1ccc(N2C(=O)C3ON(c4ccccc4)C(CC(C)C)C3C2=O)cc1 (centres undefined)	3%	-10%	10%	26%	2%	?	10%	-2%	1%
CCOC(=O)[C@H]1[C@H]2COc3ccc(Br)cc3[C@@H]2N2C(=O)[C@H](C)NC(=O)[C@@]12C	4%	/	/	/	-8%	-5%	-11%	/	/
CCOC(=O)c1c(COC(=O)c2ccco2)nc2ccccc2[n+]1[O-]	-6%	-3%	15%[59 µM]	1%	6%	-1%	8%	-4%	-3%
Cc1ccc(N(Cc2cc3ccccc3[nH]c2=O)C(=O)c2cccc(Cl)c2)cc1	-2%	-10%	?	-3%	-25%	/	?	0%	-8%
CCn1c(=O)c2ccccc2n(Cc2cccc([N+](=O)[O-])c2)c1=O	1%	-2%	-5%	-2%	-19%	10%	-6%	-1%	0%
O=C1C=C(Nc2ccccc2O)c2ccccc2C1=O	-9%	?	45µM*	10%	25µM*	-8%	32µM*	?	45µM*
N#CCSc1nc(-c2ccccc2)nc2ccccc12	-2%	-11%	14%	15%	-22%	20%	31%[activator]	-3%	12%
CN(C)CCNc1c2c(nc3nnnn13)CCCC2	17%	-5%	-38%[59 µM]	?	-15%	-1%	4%	1%	-31%
O=C(CCc1nnc(CCc2ccccc2)o1)NC(c1cccnc1)C(F)(F)F (centres undefined)	-8%	-4%	/	4%	-8%	1%	?	-3%	1%
CN(CC(=O)Nc1ccccc1)CC(=O)Nc1ccc(F)cc1	-4%	2%	-47%	38%	-4%	-4%	61%[activator]	-1%	-4%
CCC[C@H]1C(=O)N2C(N(C)C)=Nc3ccc(C)cc3N2C1=O	-3%[12 µM]	6%[29.3 µM]	?	/	/	/	/	2%[21.4 µM]	/
NC(=O)C1CCN(C(=O)CNC(=O)c2ccc(Br)o2)CC1	-5%	/	-2%	/	-8%	4%	7%	/	-1%
COc1cc2c(cc1OC)C1(CCCC1)CNC2c1ccc([N+](=O)[O-])cc1 (centres undefined)	1%	-19%	35µM*	-2%	-14%	-3%	44%[activator]	-4%	?
Cc1[nH][nH]c(=O)c1C(c1ccc(-c2cccc(Cl)c2)o1)c1c(C)[nH][nH]c1=O	0%	6%	/	4%	79µM*	11%	2.8µM*	?	40µM*
CCOc1ccccc1NC(=O)c1nn(-c2ccc(OC)cc2)c(=O)c2c1c1ccccc1n2C	-14%	10%	-41%[59 µM]	9%	/	/	9%	-14%	/
O=C1C(=O)N2C(=C1C(=O)N1CCCCCC1)c1ccccc1CC21CCCC1	-13%	-7%	?	1%	-9%	-4%	139%[activator]	-6%	-25%
CC1CCc2c(sc(/N=C/c3ccco3)c2C(N)=O)C1 (centres undefined)	-4%	-3%	?	-19%	-21%	-2%	13%	-4%	-23%
